High-throughput results deposited in PubChem by Broad Institute.
Statin myotox sup: suppressors of statin myotoxicity in C2C12 myotubes, primary screen, cell-based, single point, plate reader; C2C12 myotubes + simvastatin, ATP luminescence, 48 h; scaled: DMSO 0, geranylgeraniol control 100; rescue of ATP level, % at 7.49 µM; AID 602340, 2012; 330,000 tested, 0.78% active;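 active means mean ATP rescue above about 67%, or every replicate alone reaching that limit, limit read from the data, passing the limit was not always enough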;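 further: myotubes were challenged with 10 µM simvastatin during compound exposure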
Cneo AK release: Cryptococcus neoformans cell lysis inducers, primary screen, AK release luminescence, single concentration; C. neoformans lysis, adenylate kinase release luminescence, 4 h; normalised: neutral wells 0, clomiphene wells 100; lysis activity, % at 15 µM; 360,000 tested, 0.2% active;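 active means mean lysis activity across replicates of at least 80%, whatever share of replicates individually reach that level; inactive means mean lysis activity below 80%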
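Material: C. neoformans cells | Amount: Yeast cell density of 5 × 10^6 cells/mL | Medium: Fresh YPD growth medium | Dosing: Single dose | Times: Static 4 h at 37 °C with compound, 1 h detection | Detection: AK luminescence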
PAX8 reporter: inhibitors of PAX8-driven TPO luciferase reporter, primary screen, RMG-I cells, single concentration | SteadyGlo, 24 h | inhibition, % at 12.6 µM | 360,000 tested, 1.2% active | AID 652154, 2013;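 active means mean replicate inhibition at least 60% with every replicate also reaching 60%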;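 further: luciferase light reporting Pax8 driven TPO promoter activity; plate controls were median of neutral control wells for no effect and mitoxantrone controls for full effect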
INS-1E GSIS act: GLuc luminescence reporter in INS-1E cells, primary screen for activators of glucose-dependent secretion of insulin; INS-1E GLuc reporter insulin secretion, 2-3 h; activation, % at 16.6 µM; 370,000 tested, 0.61% active; AID 743287, 2014;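 active means lowest replicate activation of at least 40%, so every replicate reaches that level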;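 further: 0% = median of neutral control wells and 100% = median of IBMX positive control wells; some compounds called inactive have numbers as strong as hits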
PglD inh: C. jejuni PglD acetyltransferase inhibitors, primary screen, biochemical, DTNB colorimetric, single point; inhibition, % at 12.5 µM; purified PglD enzyme, DTNB colorimetric CoA detection; 360,000 tested, 0.098% active; AID 602405, 2012; in the data active means inhibition above about 16%, passing the limit was not always enough; further: strong numbers were not always called active
LGR2 antag: inhibitors of bursicon-induced LGR2 CRE-luciferase signal, primary screen, cell-based, HEK293, CRE-luciferase reporter, bursicon stimulation; AID 720647, 2013; Drosophila bursicon receptor LGR2 (rickets); bursicon-stimulated, 4 h; 380,000 tested, 0.35% active; inhibition, % at 9.99 µM;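 active means drop in luminescence signal, shown as inhibition above about 50% in the replicate tests, limit read from the data, passing the limit was not always enough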;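 further: agonist challenge used bursicon conditioned medium at about half maximal strength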
ARNT-TACC3 inh: disruptors of ARNT/TACC3 protein interaction, primary screen, biochemical, AlphaScreen, single concentration; Transforming acidic coiled-coil-containing protein 3 (Homo sapiens), Q9Y6A5; AID 623870, 2012; inhibition, % at 9.99 µM; AlphaScreen His-ARNT PAS-B/GST-TACC3 binding, luminescence; TACC3 fragment carries E629A point mutation; 390,000 tested, 0.66% active;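 active means mean inhibition of replicates at least 50% and at least half of replicates each reaching 50%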;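 further: 0% = complete ARNT plus TACC3 wells and 100% = ARNT alone without TACC3; many hits fall short of the cut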
PGC1a acetyl inh: inhibitors of PGC1a acetylation signal, primary screen, cell-based, U2OS, AlphaScreen, inhibitor mode. AlphaScreen anti-acetyl-lysine; with virally co-expressed GCN5 acetyltransferase. 350,000 tested, 0.17% active. AID 651687, 2012. inhibition, % at 15.6 µM;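 active means every replicate shows inhibition of at least 40%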;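 further: 0% = neutral control wells and 100% = positive control wells; some results beyond the cut were filed as inactive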
An asterisk follows results filed as active; · = not tested or not shown.

SMILES	Statin myotox sup	Cneo AK release	PAX8 reporter	INS-1E GSIS act	PglD inh	LGR2 antag	ARNT-TACC3 inh	PGC1a acetyl inh
CN(C)CC#Cc1ccc([C@@H]2[C@@H](CO)N3C(=O)CN(C(=O)Cc4ccccc4)C[C@H]23)cc1	·	·	23	0	·	1	·	5
C[C@H]1CN([C@@H](C)CO)C(=O)c2cccc(NC(=O)Nc3ccc(F)cc3)c2O[C@H]1CN(C)CC1CCCCC1	16	-8	13	-5	4	2	8	-26
Cn1c(N)c(C(=O)Nc2cccc(Cl)c2)c(=O)n(C)c1=O	-7	-3	-33	-8	-2	-8	-4	4
Cc1noc(C)c1CN1C(=O)c2cccc([N+](=O)[O-])c2C1=O	3	-2	23	6	-5	7	0	·
COC(=O)c1sc(NC(=O)CSc2nc3cccnc3n2C)nc1C	2	2	9	17	5	4	6	1
CN(C)C(=O)C[C@@H]1CC[C@@H](NC(=O)NC2CCCC2)[C@@H](CO)O1	-12	-3	-11	1	1	-7	4	2
Cc1cnc(C)c(N2CCN(Cc3nc(-c4ccccc4)no3)CC2)n1	5	-15	3	9	-4	-7	0	16
CC1CCN(CCCCOc2ccc(C(=O)c3ccccc3)cc2)CC1	-5	1	-5	·	-3	·	·	-28
COCc1c(Br)c(C)nc(OCC(=O)N/N=C/c2cc(C)n(-c3ccc([N+](=O)[O-])cc3)c2C)c1C#N	·	·	-3	-2	·	-10	-5	·
CN1CCC(OC(=O)c2ccco2)CC1	5	1	7	3	5	8	-1	5
COc1ccc(NC(=O)OC(CN2CCCCC2)C(F)(F)F)cc1 (configuration not stated)	9	0	·	·	-2	·	-16	-2
COCC(=O)N1C[C@H](C)[C@@H](OC)CN(C)C(=O)c2cc(NC(=O)c3cc(C)on3)ccc2OC[C@@H]1C	9	0	-11	7	0	-12	0	-7
COc1ccc(C[C@@H]2CCn3cc(nn3)COC[C@H](Cc3ccccc3)NC2=O)cc1	·	0	-10	7	·	-5	·	·
C/C(=N/NC(=O)c1ccncc1)c1ccc2c(c1)OCO2	5	3	0	1	0	-4	13	·
COc1cc(C)nc(NC(=O)COc2ccc(Cl)cc2C)n1	-7	·	-26	·	·	·	-3	-1
O=C1ON=C(c2ccccc2)/C1=C/c1ccccc1	21	-1	-33	3	-1	-22	-3	·
CCC(=O)N1C[C@@H]2[C@H](c3ccccc31)[C@H](CO)N2Cc1ccccc1Cl	-8	-2	13	7	3	1	6	-3
CC1(C)C2CCC1(CS(=O)(=O)Nc1ccc(S(=O)(=O)N3CCCCC3)cc1)C(=O)C2 (configuration not stated)	·	-2	3	-9	7	0	-6	-17
CCCCCC(=O)Oc1cccc(N2C(=O)C3CCCCC3C2=O)c1 (configuration not stated)	·	·	-7	-4	·	7	7	5
C[C@@H]1CCCCO[C@@H](CN(C)C)[C@H](C)CN([C@H](C)CO)C(=O)c2cc(NS(=O)(=O)c3cn(C)cn3)ccc2O1	·	-1	-4	7	-3	-15	-11	0
COc1ccc(S(=O)(=O)N(C)C[C@@H]2OCCCC[C@@H](C)Oc3ccc(NS(=O)(=O)c4c(C)noc4C)cc3C(=O)N([C@H](C)CO)C[C@@H]2C)cc1	·	0	-12	-5	1	7	-1	2
O=C(c1ccc(CS(=O)c2ccc(Br)cc2)o1)N1CCN(C2CCCCC2)CC1 (configuration not stated)	4	-1	11	-11	-3	-11	·	3
COc1ccccc1C(=O)NNC(=O)c1cc2ccccc2cc1O	6	-6	38	25	0	-35	·	6
O=C(NC1CCCc2ccccc21)C1CCN(S(=O)(=O)c2cccc3nsnc23)CC1 (configuration not stated)	·	-1	·	·	1	·	2	-2
O/N=C(\c1ccc(Cl)cc1Cl)c1ncc(C(F)(F)F)cc1Cl	3	-1	·	·	6	·	1	-25

(more compounds)
SMILES	Statin myotox sup	Cneo AK release	PAX8 reporter	INS-1E GSIS act	PglD inh	LGR2 antag	ARNT-TACC3 inh	PGC1a acetyl inh
CCc1ccc(CCC(=O)Nc2ccc(Cl)cc2)o1	-25	0	-17	-18	-4	-10	-5	3
CCOc1cccc(/C=N/NC(=O)C2CCCC2)c1O	-10	-1	11	3	1	0	·	·
Cc1ccccc1NC(=O)Cn1nc(C(=O)O)c2ccccc2c1=O	-13	1	17	6	4	-20	-1	-2
Cc1ccc(NC(=S)NNc2ncc(C(F)(F)F)cc2Cl)cc1	-11	4	15	-28	-3	3	8	·
CCOc1ccc(C(CC(=O)O)NC(=O)C23CC4CC(CC(C4)C2)C3)cc1OC (configuration not stated)	·	·	2	7	·	0	1	2
COc1ccc(CCN(C)CCC(=O)Nc2ccc(C)cc2)cc1OC	·	·	-16	23	·	6	-1	·
CC(=O)Nc1ccc(NC(=O)C(C)OC(=O)c2cccc(S(=O)(=O)N3CCCCCC3)c2)cc1 (configuration not stated)	-2	-3	-1	-10	-4	-4	28	-7
CC1CCCC(C)N1C(=O)COC(=O)C1CCN(S(=O)(=O)c2c(Cl)cccc2Cl)CC1 (configuration not stated)	-5	4	1	-37	0	15	11	·
COCC(=O)N(C)C[C@H]1Oc2cc(C3=CCCC3)ccc2S(=O)(=O)N([C@H](C)CO)C[C@@H]1C	5	0	11	13	0	3	-10	-2
CC1CCCCC1NC(=O)c1ccc(S(=O)(=O)N2CCN(C)CC2)cc1 (configuration not stated)	25	0	-27	-4	-1	15	-3	7
O=C(CN1C(=O)NC2(CCCC2)C1=O)Nc1ccccc1N1CCCC1	7	2	·	·	-1	6	1	·
O=C(NC1CC1)c1cccc(S(=O)(=O)N2CCOCC2)c1	-7	-1	5	15	4	8	-4	8
CC(C)CC(c1nnnn1CC1CCCO1)N1CCN(c2nc3ccccc3s2)CC1 (configuration not stated)	2	0	·	-22	3	1	-2	-3
C[C@@H]1CN([C@H](C)CO)C(=O)Cc2cc(NC(=O)Nc3ccccc3)ccc2O[C@@H]1CN(C)C	6	-3	-9	7	-3	2	7	-24
Cc1nn(-c2ccccc2)c(C)c1C(=O)OC(C)C(=O)Nc1ccc(C(N)=O)cc1 (configuration not stated)	-5	5	6	·	7	·	-3	-9
COc1cccc(C(C(=O)NC2CCCCC2)N(C(=O)c2ccco2)c2ccc(-n3cnnn3)c(C)c2)c1 (configuration not stated)	-10	-2	13	·	4	·	5	18
NC(=O)C1CCN(CC(=O)Nc2nccs2)CC1	5	-2	0	11	-4	-7	-7	6
CCOC(=O)C1CCN(C(=O)CC(C)S(=O)(=O)c2ccc3c(c2)NC(=O)CO3)CC1 (configuration not stated)	-1	1	0	1	3	14	-37	-1
COc1ccc(C(=O)OCC(=O)N(Cc2ccccc2)Cc2ccccc2)c(O)c1	6	-2	10	·	-3	6	·	-10
COc1ccc(/C=N/NC(=O)CSCC(=O)Nc2ccccc2)cc1OC	16	-2	·	·	-2	·	1	6
Cc1ccc(C)c(S(=O)(=O)/N=C2\C=C(NS(=O)(=O)c3ccccc3)C(=O)c3ccccc32)c1	-10	-1	6	2	-3	7	·	·
Cc1noc(C)c1NC(=O)N(C)C[C@H]1OCCCC[C@@H](C)Oc2ccc(NC(=O)NC(C)C)cc2C(=O)N([C@H](C)CO)C[C@H]1C	·	100*	0	22	2	-11	11	6
C#CCn1c(S(=O)(=O)Cc2ccc(OC)cc2)nc(-c2ccccc2)c1-c1ccccc1	5	0	·	-32	4	·	11	-7
COc1ccc(C2=CC(=O)C[C@H](c3ccc(F)cc3)C2)cc1OC	-3	-1	-2	44	-2	-15	2	-9
O=c1c2cc([N+](=O)[O-])ccc2nc2n1CCCC2	-5	-2	5	2	1	3	1	-7

Later entries.
SMILES	Statin myotox sup	Cneo AK release	PAX8 reporter	INS-1E GSIS act	PglD inh	LGR2 antag	ARNT-TACC3 inh	PGC1a acetyl inh
O=C(c1ccccc1F)N1CCN(C(=O)C(c2ccccc2)c2ccccc2)CC1	-1	2	12	-13	0	-6	1	·
Cc1cc(C)c(S(=O)(=O)n2ccc(-c3ccc(OCCN(C)c4ccccn4)cc3)n2)c(C)c1	-2	2	·	·	0	·	1	-15
CC(C)OC(=O)N(C)C[C@H]1OCc2ccccc2-c2c(n(C)c3ccccc23)C(=O)N([C@H](C)CO)C[C@@H]1C	·	2	·	-13	0	-12	0	6
N#C/C(=C\c1ccc(O)c(O)c1)C(=O)NCCc1ccccc1	2	-2	32	-21	-5	-48	0	-3
N#CCCn1c(C(C#N)(CCC#N)CCC#N)nc2ccccc21	2	1	·	·	-4	·	-9	-4
Cc1noc(C)c1S(=O)(=O)N(C)C[C@H]1Oc2ccc(NC(=O)Cc3cn(C)c4ccccc34)cc2CC(=O)N([C@@H](C)CO)C[C@H]1C	-1	3	·	-19	1	2	-1	-2
C[C@@H]1CN([C@@H](C)CO)C(=O)c2cccc(NS(=O)(=O)c3cccs3)c2O[C@H]1CN(C)C	-1	57	-20	18	1	0	-3	7
C[C@H]1CCCCO[C@H](CN(C)Cc2ccc(C(F)(F)F)cc2)[C@@H](C)CN([C@@H](C)CO)C(=O)c2cc(NC(=O)C3CCCCC3)ccc2O1	·	1	6	1	-2	38	2	7
O=C(CN1CCOCC1)Nc1ccc2c(c1)CCC2	·	9	-7	9	3	-3	-3	-9
C[C@H](O)C#Cc1cnc2c(c1)C(=O)N([C@H](C)CO)C[C@H](C)[C@H](CN(C)Cc1cncnc1)O2	27	-2	1	10	-1	-7	-3	-1
O=C(c1ccc(Cl)cc1)N1CCN(c2ccc([N+](=O)[O-])c(NCc3cccnc3)c2)CC1	-4	0	54	·	-11	·	0	8
CCCOc1ccc(NC(=O)CC2C(=O)Nc3ccccc3N2CC(=O)N2CCCC2)cc1 (configuration not stated)	4	-1	-4	15	0	-20	-3	5
C[C@@H]1CN([C@H](C)CO)C(=O)c2cc(C#Cc3ccc(F)cc3)cnc2O[C@H]1CN(C)Cc1ccccn1	4	0	·	8	5	6	11	-28
COc1ccc(CCC(=O)NCc2ccco2)cc1	·	0	-22	0	1	·	-1	·
Cc1ccc(NC(=O)COC(=O)c2cc(C)nc3ccccc23)c([N+](=O)[O-])c1	·	·	-1	-1	·	3	-1	·
O=C(COc1ccccc1)n1nc(-c2ccc(Cl)cc2)nc1NCc1ccco1	-13	-2	·	·	1	·	1	-2
Cc1cc(C)cc(NC(=O)c2nccnc2C(=O)O)c1	4	1	-2	6	3	6	-6	5
CC(C)(C)n1nc2c(c1NC(=O)c1cc3ccccc3o1)CSC2	-6	·	-15	-6	·	-6	0	-10

In a second layout: results already given
| molecule | Statin myotox sup | Cneo AK release | PAX8 reporter | INS-1E GSIS act | PglD inh | LGR2 antag | ARNT-TACC3 inh | PGC1a acetyl inh |
| --- | --- | --- | --- | --- | --- | --- | --- | --- |
| CN(C)C(=O)C[C@@H]1CC[C@@H](NC(=O)NC2CCCC2)[C@@H](CO)O1 | -12 | -3 | -11 | 1 | 1 | -7 | 4 | 2 |
| Cc1ccccc1NC(=O)Cn1nc(C(=O)O)c2ccccc2c1=O | -13 | 1 | 17 | 6 | 4 | -20 | -1 | -2 |
| CCCCCC(=O)Oc1cccc(N2C(=O)C3CCCCC3C2=O)c1 (configuration not stated) | · | · | -7 | -4 | · | 7 | 7 | 5 |
| CC1CCCC(C)N1C(=O)COC(=O)C1CCN(S(=O)(=O)c2c(Cl)cccc2Cl)CC1 (configuration not stated) | -5 | 4 | 1 | -37 | 0 | 15 | 11 | · |
| NC(=O)C1CCN(CC(=O)Nc2nccs2)CC1 | 5 | -2 | 0 | 11 | -4 | -7 | -7 | 6 |
| COc1ccc(NC(=O)OC(CN2CCCCC2)C(F)(F)F)cc1 (configuration not stated) | 9 | 0 | · | · | -2 | · | -16 | -2 |
